Assay outcomes from PubChem BioAssay.
uPA generation = blocks generation of uPA at the cell surface | cell surface uPA generation assay, qHTS | Potency, µM (doses to about 38.3 µM), inactives show top-dose activity change, negative = inhibition, usual class: inhibitors | 330,000 tested, 0.31% active | AID 540303; active = well fitted inhibition curve with a large enough effect; inconclusive = small, poorly fitted or top-dose-only effect; inactive = no such curve, though single readings can be large or run the other way; tested in mouse RAW 264.7 cells; note: % is set by controls: 0 for no effect and ±100 for the full control effect; nearly all actives have a fitted effect of over 55% in size
MBNL1 CUG block = blocks human MBNL1 binding to CUG repeat RNA. TR-FRET MBNL1-His/biotin-(CUG)12 binding, 665/545 ratio. Potency, µM (doses to about 57.5 µM), for the others: at the top dose activity change, negative = inhibition, most hits filed as inhibitors. 280,000 tested, 0.036% active. AID 2675; active = well fitted inhibition curve with a large enough effect in the signal ratio, with a control signal flat, not every such curve was filed as active; inconclusive = small, poorly fitted or top-dose-only effect, or effect the other way, or a change in a side signal; inactive = no such curve, though single readings can be large or run the other way; the % refers to the signal ratio; note: % is set by controls: 0 for no effect and ±100 for the full control effect
Target sequence (Q9NR56 whole entry, looked up): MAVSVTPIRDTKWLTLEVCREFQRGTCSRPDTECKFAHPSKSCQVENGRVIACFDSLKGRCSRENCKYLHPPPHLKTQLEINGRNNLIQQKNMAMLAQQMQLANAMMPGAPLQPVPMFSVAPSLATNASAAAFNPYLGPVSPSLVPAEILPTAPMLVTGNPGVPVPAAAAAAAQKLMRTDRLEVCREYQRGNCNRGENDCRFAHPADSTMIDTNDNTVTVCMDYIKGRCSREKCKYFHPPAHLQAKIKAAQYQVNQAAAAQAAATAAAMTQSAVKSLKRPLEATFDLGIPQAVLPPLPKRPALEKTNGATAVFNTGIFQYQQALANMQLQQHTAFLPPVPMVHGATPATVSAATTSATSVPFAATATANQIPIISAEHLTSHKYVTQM
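Compounds (final 92 nM to 58 uM) are added to His-tagged MBNL1 and biotin-(CUG)12, then terbium anti-His antibody and streptavidin-XL665 (5 nM final). After 60 min at room temperature, the 665/545 nm ratio is read.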
ELG1 genotoxic = induces genotoxicity in HEK293T cells with luciferase-tagged ELG1; HEK293T ELG1-luciferase reporter, luminescence, 16 h; Potency, µM (doses to about 46 µM), for inactives: at the top dose activity change, positive = activation, most hits filed as activators; 330,000 tested, 1.3% active; AID 504466; note: % of control where 0% means no effect; nearly all actives have a fitted effect of over 60% in size
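Quantitative HTS format in 1536-well plates. HEK293T ELG1-luciferase reporter cells receive test compound and are incubated 16 hr at 37 °C, 5% CO2; ONE-Glo added, 30 min room temperature, then luminescence read.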
p53 reactivator = restores transcriptional activity of mutant p53; H1299 p53-A138V BP100-luciferase reporter, luminescence, 24 h; 320,000 tested, 0.063% active; Potency, µM (top dose mostly 92.2 µM), inactives show at the top dose activity change, positive = activation, hits mostly activators; AID 504706; note: % of control where 0% means no effect; nearly all actives have a fitted effect of over 45% in size
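H1299 (p53-null), stable ts p53-A138V + BP100-Luc; 1000 cells/well, Opti-MEM/10% FBS; cpd 4 pt, 1:5; 24 h, 37 deg C, 5% CO2; detection reagent 10 min RT; luminescence.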
NPC1 prom act = activators of NPC1 promoter; Potency, µM (titrated, usually from 9.22 µM), for inactives: top-dose activation, usual class: activators; AID 485313; Huh7 NPC1 promoter luciferase reporter, 24 h; 320,000 tested, 2.4% active;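 note: % of control where 0% means no effect; nearly all actives have a fitted effect of over 60% in size; reporter is driven by a mutant NPC1 promoter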
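Huh7 reporter cells (NPC1 promoter driving luciferase) are dosed with compound for 24 h at 37 °C, 5% CO2; luciferase detection reagent is then added and luminescence measured after 10 min at ambient temperature.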
FLuc modulator = firefly luciferase modulation, counter-screen for miR-21 project | 360,000 tested, 6.9% active | Potency, µM (titrated, usually from 57.5 µM), without a hit: at the top dose activity change, negative = inhibition, usual class: inhibitors | AID 588342 | P08659 | purified FLuc, Km substrates, luminescence inhibition;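 note: plate controls were vehicle for no effect and reference inhibitor for full effect; nearly all actives have a fitted effect of over 55% in size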
Target sequence (P08659 whole entry, looked up): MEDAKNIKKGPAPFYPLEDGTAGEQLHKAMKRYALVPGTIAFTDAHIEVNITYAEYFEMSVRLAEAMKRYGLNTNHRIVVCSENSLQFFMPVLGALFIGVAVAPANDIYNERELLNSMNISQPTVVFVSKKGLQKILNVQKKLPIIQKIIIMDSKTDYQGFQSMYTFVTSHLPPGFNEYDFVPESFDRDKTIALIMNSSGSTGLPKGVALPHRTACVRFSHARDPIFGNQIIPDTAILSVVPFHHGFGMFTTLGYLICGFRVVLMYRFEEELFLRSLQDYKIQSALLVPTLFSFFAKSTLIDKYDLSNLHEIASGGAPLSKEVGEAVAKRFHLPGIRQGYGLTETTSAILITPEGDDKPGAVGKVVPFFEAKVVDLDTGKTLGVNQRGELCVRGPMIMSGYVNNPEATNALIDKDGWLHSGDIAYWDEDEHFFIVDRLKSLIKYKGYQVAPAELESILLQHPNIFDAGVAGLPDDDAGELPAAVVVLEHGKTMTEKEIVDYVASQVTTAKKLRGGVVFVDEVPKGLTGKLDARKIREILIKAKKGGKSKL
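Biochemical qHTS of compounds, final roughly 60 µM downward over six points, against 10 nM purified firefly luciferase using Km concentrations of substrates (10 uM D-luciferin, 10 uM ATP) in Tris acetate pH 7.5 buffer; luminescence output.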
VP16 counter = counter-screen for ROR gamma inhibitors: Gal4-VP16 reporter | Potency, µM (doses to about 53.6 µM), inactives show at the top dose activity, negative = inhibition, most hits filed as inhibitors | 310,000 tested, 3.5% active | AID 2546 | Drosophila S2 Gal4-VP16 UAS-luciferase, luminescence, 20 h;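 note: Gal4-VP16 expression switched on by copper sulfate through the metallothionein promoter; % is set by controls: 0 for no effect and ±100 for the full control effect; nearly all actives have a fitted effect of over 50% in size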
RORg inh = ROR gamma (mouse) transcription inhibition | 310,000 tested, 5.4% active | Potency, µM (series often up to 53.6 µM), without a hit: at the highest dose activity change, negative = inhibition, actives largely listed as inhibitors | P51450 | Drosophila S2 Gal4-RORgamma UAS-luciferase reporter, 20 h | AID 2551; note: % is set by controls: 0 for no effect and ±100 for the full control effect; nearly all actives have a fitted effect of over 60% in size
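Luciferase reporter read in Schneider cells carrying Gal4-RORγ (mouse) and UAS-Photinus luciferase; cells given compound 1 h before 700 uM copper sulfate induction, then incubated 20 h at ambient temperature.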
BRCA1 expr act = BRCA1 expression activation; MCF7-BRCA1-FFLuc reporter, luminescence, 48 h; response scale: scaled: vehicle 0%, 10 µM genistein 100%; Potency, µM (highest dose often 46.1 µM), without a hit: at the highest dose activation, most hits filed as activators; 380,000 tested, 1.1% active; AID 624202; note: nearly all actives have a fitted effect of over 80% in size; some results filed as inactive show a strong effect at the top dose
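MCF7 cells carrying a BRCA1-firefly luciferase reporter (2000 cells/well, phenol-red free MEM) were attached for 2 h at 37 °C, then given compounds for 48 h. Luminescence was read 15 min after luciferase reagent; activity normalized to genistein (10 microM) and DMSO.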
Rab9 prom act = activators of Rab9 promoter | Huh7 Rab9 promoter-luciferase reporter, luminescence, 24 h | 320,000 tested, 2.8% active | AID 485297 | Potency, µM (top dose mostly 9.22 µM), for inactives: at the top dose activation, negative = inhibition, actives largely listed as activators; note: % of control where 0% means no effect; nearly all actives have a fitted effect of over 60% in size
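Huh7 cells stably carrying a Rab9 promoter-luciferase reporter, 1500 cells per well in OP-MEM I with 10% FBS, treated with compound 24 hours at 37C. Luciferase activity read by luminescence after 10 minutes with Amplite reagent.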
* marks the source's active call; other numbers are inactive results; ? = inconclusive; . = no result given; [ ] = dose if it differs, or a comment. Unless noted, calls come from the whole dose curve; as a rule, active = well fitted curve in the direction sought with a large enough effect; inconclusive = small, poorly fitted or top-dose-only effect, or another doubt; inactive = no such curve, though single readings can be large; an effect the other way counts as inactive or inconclusive. Potency is the fitted concentration of half-maximal effect.

Structure	uPA generation	MBNL1 CUG block	ELG1 genotoxic	p53 reactivator	NPC1 prom act	FLuc modulator	VP16 counter	RORg inh	BRCA1 expr act	Rab9 prom act
CCOC(=O)c1cccc(-n2c(C)nc3ccccc3c2=O)c1	-1%	-1%	-1%	-4%	2%	-1%	-4%	21%	-21%	16%
Cc1noc(C)c1-c1ccc2ncnc(NCC3CCCCN3C)c2c1 (stereo not given)	-23%	.	?	-18%	-3%	8%	5%	-30%	-48%	-8%
NC(=O)C1CCN(Cc2nc(-c3cccs3)no2)CC1	-2%	9%	2%	5%	0%	-1%	1%	-13%	-7%	12%
COc1ccc(OC)c2c1sc(=NC(=O)C1CCCCC1)n2C	-1%	-4%	1%	2%	-3%	2%	-7%	25%	-18%	-2%
Cc1ccc(NC(=O)/C=C2\NC(=O)CS2)cc1	-2%	-5%	23µM*	?	3.5µM*	7.6µM*	-6%	?	?	3.2µM*
CCN1C(=O)[C@H]2[C@H]3CN=C(SCc4ccc(OC)cc4)N3[C@@](CC)(C(=O)OC)[C@H]2C1=O	-7%	.	1%	-2%	.	.	.	.	27%	.
CCOc1ccc(CC2S/C(=N/N=C/c3ccco3)NC2=O)cc1 (stereo not given)	-4%	2%	2%	-4%	2%	?	-12%	?	2%	-2%
COc1cc([C@H](Cc2ccccc2)NC(C)=O)oc(=O)c1	4%	3%	-2%	1%	-1%	2%	11µM*	?	-27%	3%
Cc1ccc(Cc2cnc(NC(=O)C3CCCO3)s2)cc1 (stereo not given)	-1%	-14%	?	?	1.1µM*	3µM*	-6%	?	?	1.3µM*
Cc1ccc2cccc(S(=O)(=O)Nc3c(C)n(C)n(-c4ccccc4)c3=O)c2n1	.	6%	0%	2%	-2%	3%	-6%	-25%	-14%	2%
N=c1c(C(=O)NC2CCCCC2)cc2c(=O)n3ccccc3nc2n1Cc1ccco1	-3%	27%	-1%	-4%	2%	-1%	1%	-9%	-44%	-1%
CCCc1cc(=O)[nH]c(SCC(=O)N2CCC(C)CC2)n1	2%	5%	-2%	-7%	0%	2%	3%	-25%	-1%	0%
C=CCn1c(SCc2cccc(OC)c2)nnc1-c1ccncc1	10%	-3%	-11%	-5%	1%	13%	3%	4%	-4%	-3%
Cc1nc(SCc2ccccc2)c([N+](=O)[O-])[nH]1	1%	.	-1%	10%	-1%	?	-3%	-18%	11%	-1%
CCc1ccc(NC(=O)CCc2ccc(C)o2)cc1	?	-7%	5%	.	1%	?	-8%	-3%[1.91 µM]	31%	0%
Nc1ccccc1Oc1ncc(C(F)(F)F)cc1Cl	12%	1%	0%	5%	-2%	0%	0%	?	6%	1%
Cn1c(SCC(=O)Nc2ccccc2F)nnc1-c1ccc(S(=O)(=O)N2CCOCC2)cc1	4%	-10%	-2%	-2%	-5%	1%	4%	20%	-10%	-6%
COc1ccc(N2CC(O)=C(c3n(C)c4ccccc4[n+]3C)C2=N)cc1	-3%	-1%	4%	1%	-2%	3%	5%	0%	-9%	1%
N#Cc1ccccc1S(=O)(=O)N1CCN(C(=O)CCC2CCCC2)CC1	-13%	.	1%	0%	0%	5%	.	.	6%	-3%
Cc1ccc(C(=O)O/N=C(\N)c2cccnc2)cc1[N+](=O)[O-]	-1%	?	?	?	10%	12µM*	-7%	-4%	11µM*	2%
COCCCNc1c2c(nc3nnnn13)CCCC2	-16%	.	6%	-3%	0%	6%	-10%	-13%	-12%	-2%
CCCc1cc2c(cc1NS(=O)(=O)c1ccc(CCNC(C)=O)cc1)OCO2	2%	3%	0%	-18%	-1%	1%	7%	12%	-12%	0%
COc1ccccc1-c1ccc(SCc2cccc(C)c2)nn1	3%	.	0%	13%	-1%	?	?	?	11%	1%
O=C(NC1CCC(c2ccccc2)CC1)c1cccnc1 (stereo not given)	2%	3%	-4%	0%	5%	-16%	5%	5%	7%	3%

Reprinted from the part before: two entries; new compounds follow.
Structure	uPA generation	MBNL1 CUG block	ELG1 genotoxic	p53 reactivator	NPC1 prom act	FLuc modulator	VP16 counter	RORg inh	BRCA1 expr act	Rab9 prom act
COc1ccccc1-c1ccc(SCc2cccc(C)c2)nn1	3%	.	0%	13%	-1%	?	?	?	11%	1%
O=C(NC1CCC(c2ccccc2)CC1)c1cccnc1 (stereo not given)	2%	3%	-4%	0%	5%	-16%	5%	5%	7%	3%
Cc1ccc(NC(=O)c2ccc3c(c2)OCCO3)nc1	3.2µM*	.	?	-6%	0.63µM*	1.3µM*	.	.	-51%	0.35µM*
CC(=O)N1C(=O)C2(C(C#N)=C(N)Oc3cc(C)oc(=O)c32)c2ccccc21 (stereo not given)	1%	5%	-5%	-6%	-2%	5%	3%	6%	-9%	-4%
COC(=O)c1sccc1NC(=O)CCC1CCCCC1	2%	0%	7%	11%	4%	?	21%	53%	-42%	3%
CC(C)NC(=O)Cn1cc(C(=O)C(=O)N2CCOCC2)c2ccccc21	0%	0%	6%	-4%	5%	-1%	-7%	-30%	-4%	6%
COc1ccc(S(=O)(=O)NCCC(C)C)cc1OC	-1%	-5%	0%	2%	0%	0%	-2%	38%	0%	3%
COc1cccc(OC)c1C(=O)NC(C)C12CC3CC(CC(C3)C1)C2 (stereo not given)	1%	-12%	-1%	4%	0%	-1%	-2%	-17%	0%	-5%
Cc1cc(-c2ccccc2)nc(SCc2ccc(C(=O)O)o2)n1	-3%	6%	3%	6%	1%	?	.	8%[0.365 µM]	5%	1%
Cc1ccc(N2CCN(C(=O)c3ccccc3)CC2)c(C)c1	-5%	8%	0%	-6%	-3%	3%	-1%	12%	-5%	-3%
O=c1c2[nH]c3ccc(F)cc3c2ncn1Cc1ccncc1	1%	.	0%	-2%	-2%	1%	10%	-29%	13%	0%
COc1ccc(C(=O)CSc2nnc(COc3ccc(C#N)cc3)n2-c2ccccc2)cc1	-1%	-8%	0%	3%	3%	2%	1%	-1%	-1%	-7%
CCOC(=O)c1c(-c2ccc(C)o2)csc1NC(=S)NC(=O)c1cccs1	0%	.	-2%	-9%	-1%	?	2.5µM*	1.4µM*	-64%	2%
Cc1ccc(C(=O)C[n+]2ccccc2C)cc1[N+](=O)[O-]	2%	?	-1%	.	-1%	1%	-1%	-4%	-4%	5%
O=C(c1ccc(F)cc1)N1CCN2C(=O)c3ccccc3C12c1ccc(Cl)cc1 (stereo not given)	-11%	1%	14%	-7%	-7%	0%	5%	23%	-33%	-3%
CC(C)CC(c1nnnn1Cc1cccs1)N1CCN(c2nc3ccccc3s2)CC1 (stereo not given)	1%	-10%	-4%	19%	0%	-3%	0%	10µM*	-27%	-4%
CCOC(=O)c1cc2c(ccn2C)n1CC(=O)N1CCN(c2ccccc2)CC1	3%	8%	-2%	-6%	1%	-7%	-3%	10%	2%	6%
COc1cc(CNCCNC(=O)c2nonc2N)ccc1OCc1ccc(Cl)nc1	-1%	-16%	-4%	-7%	-4%	-12%	-2%	-16%	3%	0%
CC(C)Oc1cc(NC(=O)CS(=O)(=O)CC(=O)N(C)C)c(Cl)cc1Cl	7%	-9%	1%	-3%	2%	-1%	0%	16%	5%	0%
N#Cc1ccc(Nc2nc(-c3ccc(O)cc3O)cs2)cc1C(F)(F)F	1%	.	-7%	-11%	0%	-18%	.	.	-47%	-3%
O=C(Nc1cccc(-c2cccc(F)c2)c1)C1CCN(Cc2ccco2)CC1	-2%	0%	-4%	9%	0%	-15%	?	-22%	-8%	-3%
O=C(Nc1ccsc1C(=O)O)c1cccc(C(F)(F)F)c1	0%	-8%	16µM*	?	3.2µM*	9.5µM*	6%	-1%	?	?
O=C(CC(=O)N/N=C/c1ccc(C(=O)O)cc1)NCCc1ccccc1	5%	16%	-3%	-19%	-6%	-2%	-4%	-13%	-4%	5%
COc1cccc(CNc2nc3ccc(C)cc3n3cnnc23)c1	8%	-1%	5%	-1%	0%	-2%	-9%	4%	-3%	3%
c1ccc(COc2ccc(OCCCCN3CCCCC3)cc2)cc1	-8%	-5%	?	16%	15%	?	-7%	-8%	67%	15%
Cc1cc(F)ccc1N1CCC(N2CCN(CCC(C)C)C(CCO)C2)CC1 (stereo not given)	-4%	-6%	-6%	1%	-4%	1%	-5%	14%	-41%	-8%
O=[N+]([O-])c1ccc(Oc2cccc(F)c2)c2ccncc12	-13%	?	-24%	2%	1%	-1%	13%	?	-52%	-6%
Cc1ccc(OCc2cc(C(=O)N(C)Cc3cc(C4CC4)n[nH]3)no2)cc1C	30%[activator]	1%	3%	8%	-3%	-17%	3%	17%	19%	1%
O=C(NCCN1CCN(C(=O)c2ccc(Br)cc2)CC1)c1ccc(Br)cc1	-3%	2%	-11%	-12%	-1%	-1%	-17%	10%	-2%	3%
O=S(=O)([O-])CCC[n+]1ccc(Oc2ccccc2)cc1	2%	-9%	6%	?	1%	-1%	-2%	-22%	-3%	-1%
CC1Cc2cc(/C(O)=C3/C(=O)C(=O)N(CCN4CCOCC4)C3c3cccc(Cl)c3)ccc2O1 (stereo not given)	-2%	?	2%	-2%	0%	-1%	6%	1%	-7%	?
